High-throughput results as filed in PubChem BioAssay.
D1 PAM: potentiators of human D1 dopamine receptor; HEK293 TREx D1 cells, calcium flux, dopamine EC20 potentiation; 0.036% of 360,000 active; P21728; AID 504651; potentiation, % at 10 µM; in the data active = potentiation above about 30%; note: 0% is about no effect
D1 ag: activates the human D1 dopamine receptor | P21728 | HEK293 T-REx D1 cells, calcium flux, agonist mode | activation, % at 2 µM | 1% of 360,000 active | AID 504660; in the data active = activation above about 30%; note: 0% is about no effect
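Agonism was scored from calcium flux recorded over 180 s (1 read/s) after pintool compound addition, following a 10-cycle baseline. Cells were inducible force-coupled HEK293 TREx D1, plated overnight at 30 C and loaded with no-wash calcium dye.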
D1 antagonist: antagonists of human D1 dopamine receptor. P21728. activity change, negative = inhibition, % at 10 µM. 3.2% of 360,000 active. HEK293 TREx D1 cells, calcium flux, dopamine EC80; hits give low values; in the data active = activity change below about -30%; note: % is set by controls: 0 for no effect and ±100 for the full control effect
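Cells carrying a force-coupled, tetracycline-inducible human D1 receptor report calcium flux. Each well gets a 10 s baseline, compound with 180 s monitoring, then an EC80 dopamine stimulus with a second 180 s kinetic read.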
RXFP1 antag: RXFP1 (human) relaxin receptor antagonism; HEK293-RXFP1, relaxin-stimulated cAMP HTRF, 30 min; hits give low values; activity change, negative = inhibition, % at 57.5 µM; 0.59% of 350,000 active; Q9HBX9;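 active = activity change of -60% or lower, but not beyond a set lower limit; inconclusive = change between -60% and -40%, or beyond the set limit; inactive = change above -40%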; note: % is set by controls: 0 for no effect and ±100 for the full control effect
Target sequence (Q9HBX9 whole entry, looked up): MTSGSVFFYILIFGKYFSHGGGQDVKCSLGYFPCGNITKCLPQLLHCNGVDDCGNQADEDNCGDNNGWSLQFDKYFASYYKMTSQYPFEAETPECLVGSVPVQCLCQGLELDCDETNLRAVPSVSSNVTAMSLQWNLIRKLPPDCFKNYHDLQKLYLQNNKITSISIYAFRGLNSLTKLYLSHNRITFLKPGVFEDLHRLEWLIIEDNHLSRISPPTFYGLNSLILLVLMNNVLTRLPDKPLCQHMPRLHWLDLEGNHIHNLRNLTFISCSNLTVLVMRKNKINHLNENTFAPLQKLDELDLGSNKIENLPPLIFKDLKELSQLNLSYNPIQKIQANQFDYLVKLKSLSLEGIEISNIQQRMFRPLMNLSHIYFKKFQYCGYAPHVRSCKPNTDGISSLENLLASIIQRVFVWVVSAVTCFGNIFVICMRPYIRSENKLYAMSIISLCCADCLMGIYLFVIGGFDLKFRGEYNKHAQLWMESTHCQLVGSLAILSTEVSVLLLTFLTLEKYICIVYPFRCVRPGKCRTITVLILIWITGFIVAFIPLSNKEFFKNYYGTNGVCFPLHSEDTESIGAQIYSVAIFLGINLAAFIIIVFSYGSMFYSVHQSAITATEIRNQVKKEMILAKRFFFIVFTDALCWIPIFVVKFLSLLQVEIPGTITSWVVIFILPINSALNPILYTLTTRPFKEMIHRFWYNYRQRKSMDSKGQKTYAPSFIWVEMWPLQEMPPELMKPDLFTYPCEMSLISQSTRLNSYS
GRP78 ERSR act: inducers of ER stress response in human glioma cells; U87-MG GRP78 promoter luciferase reporter, 16 h; Potency, µM, without a hit: at the highest dose activation, usual class: activators; 0.02% of 420,000 active; AID 602332; note: potency is the fitted concentration of half-maximal effect; series mostly up to about 76 µM; % of control where 0% means no effect; nearly all actives have a fitted effect of over 35% in size
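ERSR induction read as luciferase luminescence (Bright-Glo, 10 min at room temperature) in stably transfected human U87-MG glioma cells exposed to compounds for 16 h, using GRP78 as sensor.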
Vif-APOBEC3G blk: blocks the Vif interaction with human APOBEC3G; Potency, µM (doses to about 46.1 µM), for the others: top-dose activity, negative = active, usual class: inhibitors; 0.076% of 410,000 active; HeLa A3G-eYFP + Vif (tagged APOBEC3G with the HIV-1 protein that degrades it), YFP fluorescence, overnight; Q9HC16;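 note: potency is the fitted concentration of half-maximal effect; % is set by controls: 0 for no effect and ±100 for the full control effect; nearly all actives have a fitted effect of over 60% in size; hits raise eYFP signal because A3G escapes Vif-driven loss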
Target sequence (Q9HC16 whole entry, looked up): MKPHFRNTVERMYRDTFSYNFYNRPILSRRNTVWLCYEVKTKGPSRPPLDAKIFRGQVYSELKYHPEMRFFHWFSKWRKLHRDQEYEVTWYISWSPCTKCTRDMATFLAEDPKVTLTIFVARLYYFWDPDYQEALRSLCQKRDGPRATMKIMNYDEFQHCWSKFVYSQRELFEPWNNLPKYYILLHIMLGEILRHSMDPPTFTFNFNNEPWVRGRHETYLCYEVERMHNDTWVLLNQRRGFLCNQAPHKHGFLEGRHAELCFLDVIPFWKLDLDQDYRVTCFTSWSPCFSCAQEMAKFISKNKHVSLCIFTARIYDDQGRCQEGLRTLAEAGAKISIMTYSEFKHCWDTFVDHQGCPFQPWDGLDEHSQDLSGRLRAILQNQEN
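Read-out is eYFP fluorescence (Ex 488/Em 500-530) from Vif-expressing HeLa A3G-eYFP cells; more signal means A3G escaped Vif-mediated degradation. Cells plated overnight, compound pinned in, incubated overnight at 37 deg C.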
D2 PAM: D2 dopamine receptor (human) potentiation. P14416. HEK293 T-REx D2, calcium flux, EC20 dopamine potentiation. potentiation, % at 10 µM. 0.34% of 340,000 active. AID 485347;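 active = potentiation over 3 SD above the plate norm, cut at about 30% in these data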; note: 0% is about no effect
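Using a no-wash calcium dye in inducible, force-coupled HEK293 Trex cells expressing D2, we tracked fluorescence each second for 180 s after compound, then for 180 s after EC20 dopamine to detect augmented signalling.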
Vif-APOBEC3F blk: Vif-A3F binding inhibition; HeLa A3F-eYFP + Vif (tagged APOBEC3F with the HIV-1 protein that degrades it), YFP fluorescence increase; Potency, µM (titrated, usually from 46.1 µM), inactives show top-dose activity, negative = active; 0.2% of 390,000 active; note: potency is the fitted concentration of half-maximal effect; % of control where 0% means no effect; nearly all actives have a fitted effect of over 65% in size
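HeLa cells stably expressing A3F-eYFP plus Vif, plated and incubated overnight at 37 deg C, then exposed to compounds overnight at 37 deg C. Blocked degradation read as raised yellow fluorescence (Ex 488/Em 500-530).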
RXFP1 agonist: agonists of human relaxin receptor RXFP1 | HEK293T-RXFP1 cAMP TR-FRET, 30 min; response scale: percent of porcine relaxin response, buffer zero | Potency, µM (doses to about 57.5 µM), inactives show at the top dose activation, most hits filed as activators | 0.3% of 370,000 active; note: potency is the fitted concentration of half-maximal effect; % is set by controls: 0 for no effect and ±100 for the full control effect; nearly all actives have a fitted effect of over 60% in size; many of its hits are not listed in these tables
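cAMP rise read by TR-FRET after 30 min, 37C compound exposure (up to 58 uM) in RXFP1-transfected HEK293 cells with Ro 20174 present. EC50 from Hill-equation fits, with 29 nM porcine relaxin as 100% and buffer as basal.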
* marks the source's active call; other numbers are inactive results; ? = inconclusive; · = no result given; & = joins results of further samples. Unless noted, calls come from the whole dose curve; as a rule, active = well fitted curve in the direction sought with a large enough effect; inconclusive = small, poorly fitted or top-dose-only effect, or another doubt; inactive = no such curve, though single readings can be large; an effect the other way counts as inactive or inconclusive.

D1 antagonist	GRP78 ERSR act	RXFP1 agonist	D1 ag	Vif-APOBEC3F blk	Vif-APOBEC3G blk	RXFP1 antag	D1 PAM	D2 PAM	SMILES
-0.7	·	1.7%	4.1	·	·	·	6.2	·	Oc1ccc(COC2CCN(Cc3ccccc3)C2)c2cccnc12 (configuration not stated)
-4.3	7.5%	2.2%	0.7	1.3%	1.1%	1.1	-1.4	1.2	CC1CN(C(=O)Nc2ccc(F)cc2F)CC(C)O1 (configuration not stated)
0.1	1.2%	0.1%	11.1	-4.2%	0.8%	-1.6	1.7	2.7	FC(F)(F)Oc1ccc(NC(=S)NCCCN2CCOCC2)cc1
10.3	-1.6%	1.2%	1.0	-2.6%	-2.3%	·	-4.8	0.3	CC(C)c1ccc2oc(-c3cc(NC(=O)c4cccs4)ccc3Cl)nc2c1
-7.8	-4.8%	2.1%	2.2	0.5%	-2.3%	-12.3	-2.1	1.4	Cc1csc(SC(C)C(=O)NCC(=O)Nc2ccc(F)c(F)c2F)n1 (configuration not stated)
-10.4	-2.4%	2.1%	1.9	4.5%	1.3%	-2.6	1.4	0.9	CCOC(=O)CSc1nc(C)c(CC)c(C)c1C(N)=O
4.0	-0.3%	1.0%	5.0	0.0%	3.8%	?	-5.8	-2.9	CCCN1CCN(CCCNC(=O)c2ccc(CS(=O)c3ccccc3C)o2)CC1 (configuration not stated)
4.9	-6.4%	0.9%	2.1	-3.0%	0.0%	1.2	-2.0	3.3	C=CCn1c(SCC(=O)Nc2c(C)n(C)n(-c3ccccc3)c2=O)nc2scc(-c3ccccc3)c2c1=O
2.9	0.0%	3.6%	-2.4	9.4%	-0.2%	-32.3	0.1	-13.7	COc1cc(C)c(NC(c2ccccc2)c2ccccc2)cc1OC
-7.6	-1.0%&-4.2%	?	50.0*	3.98µM*	?	-7.5	-0.9	-10.8	CCOC(=O)c1ccc(NC(=O)CSc2nc(-c3cccs3)cc(C(F)(F)F)c2C#N)cc1
-5.5	5.2%	0.1%	2.8	0.4%	0.4%	-14.5	-2.2	3.3	C=CCc1c(C)nc(-c2ccccc2)nc1N/N=C(\C)c1ccccc1
-11.7	6.9%	0.3%	5.0	1.0%	-2.1%	·	-4.5	·	NC(=O)C1CCN(c2nc(-c3ccccc3Br)cs2)CC1
3.3	-5.6%	3.5%	3.2	2.1%	2.9%	-5.6	-2.6	7.4	O=C(NCc1ccccc1)C1CCCN(S(=O)(=O)c2ccc(F)cc2)C1 (configuration not stated)
-14.4	-4.4%	2.9%	-1.8	-1.1%	-3.3%	-2.9	-2.8	44.4*	N#Cc1c(NC(=O)CSc2nc(-c3ccco3)cc(C(F)(F)F)n2)sc2c1CCCC2
-21.5	2.1%	-1.7%	11.3	-3.9%	-1.2%	0.5	-6.0	-1.6	O=C(OCc1nnc(-c2ccc(Cl)cc2)o1)c1ccc(O)cc1
-14.9	-2.6%	-2.2%	1.9	-5.0%	1.1%	-3.1	-11.1	1.5	COc1ccc(NC(=S)Nc2ccc(OCc3ccccc3)cc2)c(OC)c1
16.1	-3.3%	-1.1%	2.4	-13.9%	-6.5%	·	-0.7	-5.3	COc1cccc(CNC(=O)[C@@H](C)N2C(=O)N3CCc4c([nH]c5ccc(OC)cc45)C3(C)C2=O)c1 (some centres not stated)
-17.5	-2.0%	-1.7%	4.7	-0.5%	0.2%	-10.9	-3.2	12.1	CCOc1cc(C(=S)N2CCCCC2)ccc1OS(=O)(=O)c1ccc(Cl)cc1
-15.4	0.4%	2.3%	2.0	-14.7%	?	-1.9	-8.9	-2.8	N#CC1=C(N)NC(=S)C(C(N)=O)C1c1ccccc1F (configuration not stated)
-6.7	-4.2%	-0.8%	2.4	-18.6%	0.0%	-2.2	-4.0	-21.1	Cc1cccc(CN2CCCC(C(=O)N3CCc4ccccc4C3)C2)c1 (configuration not stated)
4.8	-0.5%	-1.1%	-0.2	9.6%	-0.6%	-27.8	-0.3	4.6	O=c1c(S(=O)(=O)c2ccccc2)cn(Cc2ccccc2)c2cc(N3CCOCC3)c(F)cc12
-3.4	-1.8%	2.8%	3.7	-16.2%	?	6.9	-5.8	16.9	COc1ccc(-c2coc3cc4oc(=O)cc(-c5ccccc5)c4cc23)cc1F
-4.9	1.5%	2.3%	1.1	-7.8%	3.4%	3.8	-2.2	-2.5	O=C(NCCCl)NNC(=O)c1cc2ccccc2cc1O
2.8	-2.8%	1.9%	2.5	-2.4%	-0.5%	0.2	1.4	0.3	COc1cc(C2CC(=O)c3cnc(N)nc3C2)cc(OC)c1OC (configuration not stated)
8.4	-2.8%	2.9%	2.0	2.6%	-4.6%	-70.9*	0.2	-3.8	O=C(c1ccc(F)cc1)N1c2nc(-c3ccco3)nn2C2(CCCCC2)[C@@H]2CCCC[C@@H]21
-11.9	·	2.4%	-0.9	·	·	·	-8.9	14.6	CS(=O)(=O)Nc1ccccc1C(=O)N1CCN(c2ccccc2)CC1
-4.5	-3.0%	-0.4%	4.7	5.5%	-0.4%	-6.1	1.1	-0.5	COc1ccc(CCN(C(=O)C(F)(F)F)C(C(=O)NC2CCCCC2)c2ccc(C)s2)cc1OC (configuration not stated)
11.1	-7.2%	1.2%	2.9	3.2%	2.0%	17.4	-8.1	-7.1	COC(=O)C1(O)CC(C(C)C)=NN1C(=O)c1ccccc1 (configuration not stated)
0.5	8.1%	1.4%	3.5	12.3%	3.6%	-1.6	0.3	-0.7	CCc1ccc(N(C(=O)c2csnn2)C(C(=O)NC(C)(C)C)c2ccccn2)cc1 (configuration not stated)
31.7	-4.6%	6.8%	1.4	-12.4%	-0.4%	-1.5	-9.4	-2.6	c1ccc(CN2c3ccccc3-c3nc4ccccc4n3C2c2ccccn2)cc1 (configuration not stated)

An excerpt from above, reduced to D1 antagonist, GRP78 ERSR act and RXFP1 antag:
mol,D1 antagonist,GRP78 ERSR act,RXFP1 antag
COc1ccc(NC(=S)Nc2ccc(OCc3ccccc3)cc2)c(OC)c1,-14.9,-2.6%,-3.1
COc1cccc(CNC(=O)[C@@H](C)N2C(=O)N3CCc4c([nH]c5ccc(OC)cc45)C3(C)C2=O)c1 (some centres not stated),16.1,-3.3%,·
CCOc1cc(C(=S)N2CCCCC2)ccc1OS(=O)(=O)c1ccc(Cl)cc1,-17.5,-2.0%,-10.9
N#CC1=C(N)NC(=S)C(C(N)=O)C1c1ccccc1F (configuration not stated),-15.4,0.4%,-1.9

New compounds follow.
D1 antagonist	GRP78 ERSR act	RXFP1 agonist	D1 ag	Vif-APOBEC3F blk	Vif-APOBEC3G blk	RXFP1 antag	D1 PAM	D2 PAM	SMILES
6.2	-7.2%	0.1%	0.1	0.6%	-5.2%	?	-1.6	4.4	O=C(Cn1ncc2c3ccccc3n(Cc3ccccc3)c2c1=O)NCCN1CCOCC1
-0.6	-1.7%	-0.1%	1.7	-17.4%	-0.3%	13.2	-3.1	1.2	O=C(COC(=O)c1ccccn1)NCc1cccs1
-10.4	-1.2%	0.2%	2.6	-6.4%	-1.2%	1.5	6.8	15.8	CCc1ccc(N2CCN(C(=O)N3CCOCC3)CC2)cc1
-17.7	-1.2%	2.2%	-0.1	-4.3%	3.0%	-6.1	-3.0	-3.9	CC(C)COC(=O)N1CC(O)CC1C(=O)O (configuration not stated)
5.9	0.3%	-0.5%	1.3	-1.0%	-1.6%	·	-0.7	4.3	COc1cccc(N(Cc2nnc3n2CCCCC3)C(=O)Nc2cccc(Cl)c2)c1
18.7	0.1%	?	99.7*	-30.0%	-2.9%	-9.5	2.6	-4.4	CSc1nnc(N2C(=O)C(O)=C(C(=O)c3ccco3)C2c2ccccc2)s1 (configuration not stated)
4.9	0.9%	-0.9%	1.5	-7.2%	1.7%	-4.8	-2.8	6.6	CCOC(=O)c1c(C)[nH]c(C(=O)C(C)OC(=O)c2oc3ccccc3c2COC)c1C (configuration not stated)
-3.3	-3.9%	0.8%	1.7	-5.7%	0.3%	1.2	-3.6	4.7	O=C(NCc1ccc(Cl)cc1)C(=O)NCC1CCCN1S(=O)(=O)c1cccs1 (configuration not stated)
0.3	3.8%	-0.5%	8.5	-3.4%	-0.4%	·	-0.3	-13.4	Cc1nn(Cc2ccc(Cl)cc2)c(C)c1NC(=O)CCCn1nc(C)c([N+](=O)[O-])c1C
-10.0	-1.1%	1.1%	3.2	-22.6%	-4.7%	-18.8	-5.3	-14.1	COc1ccc(N(C(=O)c2ccco2)C(C(=O)NC2CCCC2)c2ccc(N3CCOCC3)cc2)c(OC)c1 (configuration not stated)
2.2	-4.3%	-0.2%	1.1	3.6%	2.7%	-6.4	-4.1	-6.7	NC(=O)COC(=O)c1cccc(NS(=O)(=O)/C=C/c2ccccc2)c1
-18.2	2.7%	-0.9%	0.6	?	-0.6%	-4.0	-1.6	5.2	COc1ccc(NC(=O)N2CCN(c3nc4ccccc4n3C(C)C)CC2)cc1
-6.6	-0.6%	1.4%	1.7	-7.6%	-9.0%	-3.0	-2.2	4.2	COC(=O)/C(=C\c1c[nH]c2ccccc12)NC(C)=O
7.3	0.4%	-4.4%	2.5	10.1%	-7.8%	8.0	-12.7	14.7	COCCn1c(N)c(N(Cc2ccccc2)C(=O)c2ccc(C#N)cc2)c(=O)[nH]c1=O
5.1	-2.4%	0.5%	1.7	-10.0%	0.2%	9.7	5.5	8.4	Cc1cc([N+](=O)[O-])nn1CC(=O)N1CCCc2ccccc21
8.9	-3.3%	0.2%	0.9	3.4%	2.6%	-21.9	0.5	17.8	COc1ccc(OC)c(NC(=O)c2cc3n(n2)C(C(F)(F)F)CC(c2ccc4c(c2)OCO4)N3)c1 (configuration not stated)
-12.8	1.0%	-2.2%	0.1	2.4%	-2.4%	-5.3	-6.2	-4.0	COc1ccc(NC(=O)c2ccccc2CC[N+](=O)[O-])cc1
13.6	-5.0%	-1.9%	1.6	-1.0%	-5.1%	11.1	-2.9	5.2	COc1ccccc1N(Cc1cc(=O)[nH]c2ccccc12)C(=O)c1cccc([N+](=O)[O-])c1

No new results follow: entries from further up.
D1 antagonist	GRP78 ERSR act	RXFP1 agonist	D1 ag	Vif-APOBEC3F blk	Vif-APOBEC3G blk	RXFP1 antag	D1 PAM	D2 PAM	SMILES
-12.8	1.0%	-2.2%	0.1	2.4%	-2.4%	-5.3	-6.2	-4.0	COc1ccc(NC(=O)c2ccccc2CC[N+](=O)[O-])cc1
13.6	-5.0%	-1.9%	1.6	-1.0%	-5.1%	11.1	-2.9	5.2	COc1ccccc1N(Cc1cc(=O)[nH]c2ccccc12)C(=O)c1cccc([N+](=O)[O-])c1

Only part of the results is shown. The share of hits here may be higher or lower than overall.
